MITF inh – human MITF inhibition, primary screen; O75030; AlphaScreen MITF homodimerization, bead proximity signal; inhibition, % at 2.6 µM; 650,000 tested, 0.91% active; in the data active means inhibition above about 50%;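 further: 0% = vehicle wells with protein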
GPR151 ag – human GPR151 activation. Q8TDV0. PathHunter beta-arrestin GPR151 cells, luminescence. activation, % at 11.2 µM. 650,000 tested, 1% active. AID 1508602; in the data active means activation above about 4.9%;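 further: 0% = median of compound wells and 100% = cells with positive control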
FBW7 activator – activators of human E3 ligase FBW7; Q969H0; AlphaScreen FBW7–phospho-cyclin E peptide binding, activator screen; normalized activity (activation), % at 26.1 µM; 650,000 tested, 0.13% active; in the data active means normalized activity above about 1.9%;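 further: purified mutant Fbw7 with reduced substrate affinity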
Target sequence (Q969H0 whole entry, looked up): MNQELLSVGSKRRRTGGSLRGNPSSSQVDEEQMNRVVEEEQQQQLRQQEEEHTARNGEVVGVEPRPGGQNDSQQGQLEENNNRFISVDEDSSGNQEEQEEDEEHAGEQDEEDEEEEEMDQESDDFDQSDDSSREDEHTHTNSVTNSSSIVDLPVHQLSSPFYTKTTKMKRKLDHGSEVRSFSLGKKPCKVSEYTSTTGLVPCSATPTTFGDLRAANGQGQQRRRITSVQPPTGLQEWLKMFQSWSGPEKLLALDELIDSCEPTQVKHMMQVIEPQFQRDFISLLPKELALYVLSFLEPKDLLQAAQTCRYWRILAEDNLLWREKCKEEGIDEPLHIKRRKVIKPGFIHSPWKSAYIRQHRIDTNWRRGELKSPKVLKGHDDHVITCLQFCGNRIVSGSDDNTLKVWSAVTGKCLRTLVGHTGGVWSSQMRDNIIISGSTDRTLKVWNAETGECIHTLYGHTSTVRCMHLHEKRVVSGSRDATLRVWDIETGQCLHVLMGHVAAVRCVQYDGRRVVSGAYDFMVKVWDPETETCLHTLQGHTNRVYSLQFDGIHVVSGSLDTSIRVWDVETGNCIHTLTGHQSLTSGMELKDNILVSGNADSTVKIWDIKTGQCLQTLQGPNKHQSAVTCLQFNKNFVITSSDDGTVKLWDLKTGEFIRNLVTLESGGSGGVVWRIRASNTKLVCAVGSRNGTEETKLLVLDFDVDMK
TEAD-YAP inh – TEAD-YAP interaction inhibition; HEK-TIYL cells, TEAD-Gal4/YAP UAS-luciferase luminescence; inhibition, % at 9.12 µM; 640,000 tested, 1.4% active; AID 1259422; in the data active means inhibition above about 32%;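 further: 0% = median of test compound wells and 100% = reference inhibitor wells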
* marks the source's active call; other numbers are inactive results.

SMILES	MITF inh	GPR151 ag	FBW7 activator	TEAD-YAP inh
CS(=O)(=O)c1ccccc1CN1CCC(N(Cc2ccco2)C(=O)c2ccco2)CC1	13.3	4.9	0.2	-5.0
Cc1ccc(-c2nc(/C=N/c3ccccn3)c(O)o2)cc1	3.5	-2.6	0.0	-41.3
CCC(Oc1ccccc1)C(=O)Nc1sc2c(c1C(=O)OC(C)C)CCCC2 (configuration not stated)	2.5	-0.8	-0.1	9.6
COCc1ccc(C(=O)N[C@@H](C)Cn2nnc3ccccc32)s1	22.5	-1.0	0.1	-52.3
COc1ccc(OC)c([C@@H]2C[C@H]3CN(Cc4ccccc4OC)C(=O)[C@]34CCCN24)c1	9.3	-1.0	0.0	5.9
CCN(CC)CCS(=O)(=O)CCC(=O)NCNC(=O)CCS(=O)(=O)CCN(CC)CC	17.2	0.8	0.1	-2.7
COc1ccccc1CNC(=O)c1ccc2c(=O)n(Cc3ccccc3)c(=S)[nH]c2c1	-18.6	-1.3	0.0	-17.6
CN1CCN(C(CNC(=O)NC(C)(C)C)c2ccc3c(c2)CCCN3C)CC1 (configuration not stated)	-3.7	0.7	-0.3	0.5
CCOC(=O)c1c(-c2ccc(C)cc2)csc1NC(=O)CCN1CC(C)OC(C)C1 (configuration not stated)	26.1	1.2	-0.1	9.4
c1ccc(N2CCN(c3nc(NCc4cccnc4)c4ncn(C5CCCCC5)c4n3)CC2)nc1	3.3	1.1	-0.1	-1.3
C=CCOc1cc(N(CC)CC)ccc1C=C1C(=O)NC(=S)NC1=O	17.8	-1.2	0.0	11.7
CS(=O)(=O)N(CC(=O)NCc1ccccc1)c1ccc(Cl)c(C(F)(F)F)c1	-6.5	0.5	0.0	-10.8
CCN1CCN(C(c2ccccc2F)c2nnnn2Cc2ccc3c(c2)OCO3)CC1 (configuration not stated)	20.9	-0.9	0.1	-7.0
COc1ccc2cc(C(=O)Nc3ccc(OC)c(OC)c3)c(=Nc3ccc(C(=O)O)cc3)oc2c1	-4.6	-0.6	-0.1	8.2
CC(=O)c1ccc(COC(=O)c2ccc([N+](=O)[O-])cc2Cl)cc1	8.9	1.4	-0.3	0.0

Whole records, looked up by structure. Order of screens: MITF inh	GPR151 ag	FBW7 activator	TEAD-YAP inh
`COCc1ccc(C(=O)N[C@@H](C)Cn2nnc3ccccc32)s1` is listed with 22.5	-1.0	0.1	-52.3
`C=CCOc1cc(N(CC)CC)ccc1C=C1C(=O)NC(=S)NC1=O` is listed with 17.8	-1.2	0.0	11.7
`CS(=O)(=O)c1ccccc1CN1CCC(N(Cc2ccco2)C(=O)c2ccco2)CC1` is listed with 13.3	4.9	0.2	-5.0
`COc1ccc2cc(C(=O)Nc3ccc(OC)c(OC)c3)c(=Nc3ccc(C(=O)O)cc3)oc2c1` is listed with -4.6	-0.6	-0.1	8.2

Continuation:
SMILES	MITF inh	GPR151 ag	FBW7 activator	TEAD-YAP inh
COc1ccccc1N1CCN(c2ncc(C(=O)Nc3cccc(C(F)(F)F)c3)c3ccccc23)CC1	11.4	-1.7	0.3	1.1
CC(=C/c1ccccc1)/C=N/Nc1nc(N2CCOCC2)nc(N2CCOCC2)n1	-7.4	-0.9	-0.1	12.3
Cn1c2c(c3cc(F)ccc31)CCCC2=O	-5.1	-0.7	0.0	0.8
COc1ccc(NC(=O)CN2CCC(n3nnc4cc(C(F)(F)F)ccc43)CC2)cc1	15.4	0.7	0.0	8.0
O=C(c1csc(-c2cnccn2)n1)N1CCN(C/C=C/c2ccccc2)CC1	14.2	-0.4	0.0	7.9
C[C@H]1C(=O)N2CCN(Cc3cnn(-c4ccccc4Cl)c3)C[C@@H]2C(=O)N1C	0.0	-1.2	0.7	-5.2
Cc1cccc(C(=O)NC(=S)N2CC(C)OC(C)C2)c1 (configuration not stated)	7.7	1.7	0.1	8.2
CCc1c(C)c(C#N)c2nc3ccccc3n2c1NCc1ccccc1	1.6	0.5	0.3	1.4
CCC(=O)N1CCCc2ccc(NC(=O)NCc3cccs3)cc21	9.1	-0.3	0.3	13.0
COc1ccc(NC(=O)Cn2ncc3c2-c2ccccc2OC3)c(OC)c1	2.8	0.6	0.0	10.1
CSc1ncc(C(=O)Nc2ccc(NC(C)=O)cc2)c(C)n1	2.6	-1.1	-0.2	2.9
CCOC(=O)c1c[nH]c2ccc(CC)cc2c1=O	19.5	-1.4	0.9	2.4
CCCn1c(=O)[nH]c2c(C(N)=O)nc(-c3ccco3)nc21	12.0	-0.3	0.2	7.7
CN(C)CCCNCC(O)COc1ccccc1 (configuration not stated)	17.2	0.0	0.3	-0.6
Cc1ccc(S(=O)(=O)CCc2nnc(NC(=O)c3ccc(Cl)cc3)s2)cc1	11.7	0.1	0.2	0.1

Sorted by number of heavy atoms (descending): 3 of the compounds above
SMILES	MITF inh	GPR151 ag	FBW7 activator	TEAD-YAP inh
COc1ccccc1N1CCN(c2ncc(C(=O)Nc3cccc(C(F)(F)F)c3)c3ccccc23)CC1	11.4	-1.7	0.3	1.1
CC(=C/c1ccccc1)/C=N/Nc1nc(N2CCOCC2)nc(N2CCOCC2)n1	-7.4	-0.9	-0.1	12.3
Cc1ccc(S(=O)(=O)CCc2nnc(NC(=O)c3ccc(Cl)cc3)s2)cc1	11.7	0.1	0.2	0.1

Later entries.
SMILES	MITF inh	GPR151 ag	FBW7 activator	TEAD-YAP inh
Cn1cnc2c1c(=O)n(CC(=O)NN)c(=O)n2C	0.7	0.6	0.1	-2.7
COc1cccc(N2C(=O)NC3CC2(C)Oc2ccc(Br)cc23)c1 (configuration not stated)	13.6	-0.5	0.2	-5.5
Cc1c(C(=O)N2CCCC2)oc2c1-c1nn(CC(=O)N3CCc4ccccc4C3)cc1CC2	-1.4	0.3	-0.3	-4.7
COC(=O)c1ccc(-n2c(C)cc(C3=NNC(=NCC4CCCO4)SC3)c2C)cc1 (configuration not stated)	-5.2	-1.8	-0.1	-0.4
Nc1cccc2c1C(=O)N(CCO)C2=O	9.9	-1.0	0.0	1.8
O=C(c1cc(F)c(F)cc1Cl)N1CCN(c2ccc([N+](=O)[O-])cc2)CC1	-6.5	1.5	0.1	-9.6
CCC1=[N+](CC(=O)c2ccc(OC)cc2)CCn2c(C)ccc21	1.9	3.4	1.0	-8.2
N#Cc1cc2c(nc1SC1CC(=O)N(c3ccccc3)C1=O)CCCCC2 (configuration not stated)	0.0	-1.4	-0.1	-19.4
CC1C(=O)N(Cc2ccc(Cl)cc2Cl)C(=O)CS1=O (configuration not stated)	-2.8	6.6*	0.1	1.6
CC1(C)C(=O)NCCN1C(=O)CSc1nc(C2CC2)nc2c1cnn2-c1ccccc1	19.0	0.6	0.9	24.3
O=C(Nc1ccc2c(c1)OCO2)C1CCN(c2ccc(Nc3ccc4ncccc4c3)nn2)CC1	8.9	0.2	0.2	-6.2
Cn1c(=O)c2c(nc(SCC(=O)Nc3ccc(OC(F)(F)F)cc3)n2Cc2ccccc2Cl)n(C)c1=O	23.8	-1.5	0.3	2.6
CCOC(=O)c1ccc(NC(=O)COc2cc(Br)c(C=O)cc2OC)cc1	-4.9	-0.5	0.1	13.5
CCCCOC(=O)C1=C(C)NC2=C(C(=O)CCC2)C1c1ccc(CC)cc1 (configuration not stated)	-10.5	0.4	0.3	-3.5
COc1cc(CO)c(Br)cc1OCc1ccc([N+](=O)[O-])cc1	8.4	0.4	0.8	-41.9
O=C(Cc1cccc(C(F)(F)F)c1)Nc1nc2ccccc2s1	17.7	0.5	0.1	4.3
COc1ccc(C2CC(c3ccccc3)=Nc3ccccc3N2)cc1 (configuration not stated)	10.4	-7.2	0.4	-26.5
CCCOc1ccccc1NC(=O)CC1Sc2ccc(C(F)(F)F)cc2NC1=O (configuration not stated)	5.2	0.3	0.1	-3.2
CN(C)CCOc1cccc(CN[C@H]2C[C@H]3C(=O)N[C@@H](Cc4c[nH]c5ccccc45)C(=O)N3C2)c1	-4.6	-0.7	-0.2	-1.5
O=C(Cc1ccc(F)cc1)Nc1cccc(C(F)(F)F)c1	9.8	0.1	0.0	3.8
CCOc1ccc2[nH]c(=O)c(-c3nc4cccc(C)n4c3NCCOC)cc2c1	21.8	-0.7	-0.2	5.4
COC(=O)c1ccccc1NC(=O)C1CCCN(c2nnc(N3CCCC3=O)s2)C1 (configuration not stated)	8.8	-1.8	-0.2	-1.1
COc1ccccc1CNC(=O)c1cccc([N+](=O)[O-])c1C	2.6	0.3	-0.1	-7.1
CCNc1nc2ccc(C(N)=O)cc2s1	1.5	0.6	0.4	0.1
CCCCN(CC)S(=O)(=O)c1ccc2c(c1)CCN2C(C)=O	-0.4	1.2	-0.2	-20.9
CC(=O)Oc1ccc2occ(C(=O)CCN3CCOCC3)c2c1	14.2	0.7	0.2	6.5
COc1ccc2o/c(=N\c3sc4c(c3C(N)=O)CCCC4)c(C(N)=O)cc2c1	3.6	-0.6	0.0	5.7
CCCCc1ccc(Nc2ncnc3nc[nH]c23)cc1	-5.1	-2.3	-0.1	19.0
CC(=O)Nc1ccc2nc(NC(=O)c3ccc(C#N)cc3)sc2c1	-10.7	-0.4	0.7	-6.3
CCN(CC)c1ccc2cc(-c3nc(-c4ccc(-c5ccccc5)cc4)cs3)c(=O)oc2c1	5.5	0.0	0.0	9.0
COc1ccc(C(=O)NCC(=O)OCc2cccc(Br)c2)cc1	10.1	-0.4	0.4	16.2
Cc1ccc(CNC(=O)CSc2nnc3[nH]c(=O)c(C)c(C)n23)cc1	17.6	-2.2	1.1	2.5
O=C(NCc1ccsc1)c1ccc(Cl)s1	5.1	-1.0	-0.1	-11.6
Cc1cccc(N=C(c2ccccc2)c2c(C)[nH]n(-c3ccccc3)c2=O)c1	4.2	0.7	-0.5	27.7
O=S(=O)(c1cccc2nonc12)N1CCOCC1	-10.9	-0.2	0.0	4.7
Cn1cc(S(=O)(=O)Oc2ccc(-c3ccccc3)cc2)c(=O)n(C)c1=O	2.9	0.0	0.3	0.0
Cc1c(NC2=CC(=O)CCC2)c(=O)n(-c2ccccc2)n1C	-3.4	0.5	0.1	4.1
CCN1C(=O)C(CC(=O)Nc2ccc(F)cc2)N(CCc2ccc(Cl)cc2)C1=S (configuration not stated)	-4.7	-0.7	0.3	2.8
Cc1cccc(NC(=O)c2cccc(N)c2)c1	4.6	-2.6	-0.1	-12.4
Cc1cc2nnc(SCC(N)=O)n2c2ccccc12	-4.2	-1.2	-0.2	-8.4
CCN(CC)c1nc(Nc2cc(OC)c(OC)c(OC)c2)nc(Nc2cnccn2)n1	-10.3	0.8	0.0	0.4
COc1ccccc1/C=N/NC(=O)C(=O)NC(C)(C)C	1.0	2.6	0.2	2.9
Cc1csc(N/N=C/c2ccccc2Br)n1	-18.7	0.0	0.0	-0.1
O=C(c1ccc2c(=O)n(Cc3ccco3)c(=S)[nH]c2c1)N1CCN(C2CCCCC2)CC1	4.0	0.5	0.7	-15.2
O=C(COc1ccc(Cl)cc1Cl)N1CCN(c2ncccn2)CC1	0.8	0.2	-0.3	6.0
COc1ccc(CSCC(N)C(=O)O)cc1Br (configuration not stated)	4.3	-0.5	0.1	-2.8
Oc1oc(-c2cccs2)nc1/C=C1\C=Nc2ccccc21	-2.1	0.0	0.0	8.0
CCCCNC(=O)C(=O)NCC1OCCCN1S(=O)(=O)c1cc(C)ccc1C (configuration not stated)	1.5	0.6	-0.1	5.3
N#Cc1cc([N+](=O)[O-])ccc1NC(=O)COC(=O)CNC(=O)c1cccc(OC(F)F)c1	3.6	-0.1	0.0	5.2
CCOc1ccccc1-n1c(SCC(=O)N(C(C)C)C(C)C)nnc1-c1cccnc1	1.2	3.9	0.1	-5.5
COc1cc(/C=N/NC(=O)c2cc(OC)c(OC)c(OC)c2)cc(OC)c1O	10.4	0.3	0.0	56.5*
O=[N+]([O-])c1ccc(Cl)c(S(=O)(=O)NC2=NCCCCC2)c1	-12.1	-1.0	0.1	1.0

Compound activity (PubChem)
